Screening data as filed in PubChem.
Cneo AK release = causes C. neoformans cell lysis; lysis activity, % at 15 µM; adenylate kinase release luminescence, 4 h; normalised: neutral wells 0, clomiphene wells 100; 0.2% of 360,000 active; AID 651654;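 active = mean lysis activity across replicates of at least 80%, whatever share of replicates individually reach that level; inactive = mean lysis activity below 80%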
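Assay system: log-phase C. neoformans yeast / Quantity: yeast cell density of 5 × 10^6 cells/mL / Medium: fresh YPD growth medium / Compound: single dose / Timing: static 4 h at 37 °C with compound, 1 h detection / Measured by: adenylate kinase release luminescence / Read-out: lysis from increased AK signal / Benchmarks: Clomiphene as positive lysis control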
RAD54 inh = RAD54 (human) branch migration inhibition. 0.14% of 360,000 active. inhibition, % at 10.4 µM. RAD54 Holliday junction branch migration, FAM/BHQ fluorescence. AID 602329;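 active = mean normalized replicate activity at least 40 and at least half of replicates scoring 40 or more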;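 also: 0% = median of neutral control wells and 100% = median of positive control wells; inhibitors cause a drop in the FAM fluorescence signal; in these data hits start at about 50%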
PGC1a acetyl inh = lowers PGC1a acetylation signal in U2OS cells. AlphaScreen anti-acetyl-lysine; with virally co-expressed GCN5 acetyltransferase. inhibition, % at 15.6 µM. 0.17% of 350,000 active. AID 651687;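 active = every replicate shows inhibition of at least 40%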;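 also: 0% = neutral control wells and 100% = positive control wells; some results beyond the cut were filed as inactive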
ERAP1 HTS inh = ERAP1 (human) enzyme inhibition; 0.15% of 340,000 active; AID 652197; inhibition, % at 10.7 µM; recombinant ERAP1, Leu-AMC fluorescence, 60 min; Q9NZ08;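 active = mean replicate inhibition of at least 30%, or all replicates individually reaching that 30% level; inactive = mean below 30% and not every replicate reaching it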;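 also: 0% = neutral control wells and 100% = L-leucinethiol positive control wells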
Target sequence (Q9NZ08 whole entry, looked up): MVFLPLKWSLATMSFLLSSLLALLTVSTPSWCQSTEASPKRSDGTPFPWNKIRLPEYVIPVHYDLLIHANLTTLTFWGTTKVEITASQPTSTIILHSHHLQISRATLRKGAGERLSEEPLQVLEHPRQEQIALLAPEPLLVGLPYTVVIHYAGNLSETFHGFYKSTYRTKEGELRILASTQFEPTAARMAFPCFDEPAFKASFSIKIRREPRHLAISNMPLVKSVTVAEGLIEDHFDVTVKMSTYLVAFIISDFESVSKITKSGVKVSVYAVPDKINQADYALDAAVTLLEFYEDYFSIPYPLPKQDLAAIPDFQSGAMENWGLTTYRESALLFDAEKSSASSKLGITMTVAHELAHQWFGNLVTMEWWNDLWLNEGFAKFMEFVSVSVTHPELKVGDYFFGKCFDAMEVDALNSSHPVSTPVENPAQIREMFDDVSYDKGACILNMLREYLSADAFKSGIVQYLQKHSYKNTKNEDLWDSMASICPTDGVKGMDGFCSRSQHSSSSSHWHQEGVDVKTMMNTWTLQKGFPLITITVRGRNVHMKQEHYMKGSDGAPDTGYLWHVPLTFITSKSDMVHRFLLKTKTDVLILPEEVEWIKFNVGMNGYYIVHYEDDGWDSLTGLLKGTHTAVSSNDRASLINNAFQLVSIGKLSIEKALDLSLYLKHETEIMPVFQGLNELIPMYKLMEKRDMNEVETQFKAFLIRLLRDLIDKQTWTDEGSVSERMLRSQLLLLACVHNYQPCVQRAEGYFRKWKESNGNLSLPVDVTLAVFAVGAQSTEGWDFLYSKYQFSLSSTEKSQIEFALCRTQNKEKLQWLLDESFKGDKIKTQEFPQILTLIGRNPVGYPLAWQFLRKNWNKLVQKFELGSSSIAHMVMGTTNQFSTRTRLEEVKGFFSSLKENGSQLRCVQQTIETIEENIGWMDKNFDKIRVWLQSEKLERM
RAD52 inh = blocks human RAD52 DNA annealing; recombinant RAD52 DNA annealing, FRET fluorescence; P43351; 0.46% of 360,000 active; inhibition, % at 18.7 µM; AID 651710;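 active = every replicate showing at least 50% inhibition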
PglD DTNB = PglD (C. jejuni) enzyme inhibition; purified PglD enzyme, DTNB colorimetric CoA detection; 0.098% of 360,000 active; AID 602405; inhibition, % at 12.5 µM; in the data active = inhibition above about 16%, passing the limit was not always enough; also: strong numbers were not always called active
E-selectin induc = induces E-selectin expression in human endothelial cells; P16581; HUVEC E-selectin immunofluorescence imaging; normalized: neutral wells 0, TNF-alpha wells 100; activation, % at 7.58 µM; 0.37% of 260,000 active;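 active = mean E-selectin-positive cell signal at least 10% of the positive control, reached in at least 60% of replicates, without over 20% cell loss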;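 also: in these data hits start at about 27%; measured in HUVEC primary endothelial cells; signal is the percent of cells scored E-selectin positive by PE staining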
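Test system: HUVEC | Signal: Immunofluorescence imaging | Read-out: Percent E-selectin-positive cells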
miR-122 sensor = blocks miR-122 activity in Huh7 sensor cells; activation (reporter increase), % at 12.5 µM; AID 602342; 0.3% of 340,000 active; Huh7 miR-122 Renilla luciferase sensor, 48 h; neutral wells = 0, positive control = 100;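 active = mean replicate activation score at least 90 and every replicate individually at or above 90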;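 also: higher luciferase means less miR-122 activity so hits act as miR-122 inhibitors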
* = called active by the depositor; . = not tested or not shown; & = joins results of further samples; [ ] = another dose, or the depositor's remark.

SMILES	Cneo AK release	RAD54 inh	PGC1a acetyl inh	ERAP1 HTS inh	RAD52 inh	PglD DTNB	E-selectin induc	miR-122 sensor
O=C(Cc1ccccc1)Nc1ccccc1N1CCN(c2ccccc2)CC1	2	-3	5	9	-22	4	.	.
Cn1cc(Br)c(C(=O)NC2C3CC4CC(C3)CC2C4)n1 (configuration not stated)	4	-2	.	.	.	3	.	-17
C/C(=C\c1ccco1)CN1CCC(N2CCC(C(=O)N3CCOCC3)CC2)CC1	.	.	3	6	-94	.	0.4	0
O=C(C[C@@H]1C=C[C@H](NC(=O)Nc2ccc3c(c2)OCO3)[C@H](CO)O1)NCc1ccccc1	-7	-4	13	2	4	4	0.2	.
O=C(O)c1cc2c(s1)CCCC2	-2	-3	6	.	.	-2	.	3
C[C@H]1CN([C@@H](C)CO)C(=O)c2cc(C3=CCCC3)cnc2O[C@@H]1CN(C)C	-2	4	7	1	-7	-1	0.3	3[16.7 µM]
CCN(C[C@H]1N[C@H](CO)[C@H]1c1ccc(-c2cccc(F)c2)cc1)C(=O)COC	-1	0	1	1	-8	-2	0.1	-12[16.7 µM]
CC(C)(C)c1ccc(C(=O)N2CCC2(C)C(=O)Nc2ccc3[nH]ncc3c2)cc1 (configuration not stated)	-1	-4	-25	0	-15	-1	-1.7	5
C[C@@H]1CN([C@@H](C)CO)C(=O)c2cc(NC(=O)Nc3ccc(C(F)(F)F)cc3)ccc2O[C@@H]1CN(C)Cc1ccc(C(=O)O)cc1	1	-2	11	-1	-6	-3	-0.6	-2[16.7 µM]
Cc1cc(=O)n2[nH]c(SCc3ccccc3)nc2n1	1	-3	-1	.	.	5	.	-4
N#Cc1ccccc1NC(=O)C(=O)NCCCN1CCCC1=O	-2	2	.	-2	-11	-4	.	.
CCN1C(N(C)CCc2c[nH]c3ccccc23)=N[C@@H](c2cccc(C(F)(F)F)c2)C(C(=O)OC)=C1C	3	7	.	.	.	7	.	-4
C#CCNC(=O)c1cc2sccc2n1C	.	.	.	-4	-10	.	2.4	4
COc1cc(C2C(C#N)=C(N)Oc3n[nH]c(C)c32)cc2c1OCO2 (configuration not stated)	0	3	6	.	.	-2	.	-5
Cc1cc2nnc(SCC(=O)Nc3ccc(Cl)cc3)n2c(N)n1	-2	2	-10	0	-1	-2	.	-5
CN(C)CCNc1oc(COc2cccc(Cl)c2)nc1C#N	2	1	-1	.	.	-8	.	1
N#Cc1ccc(COC(=O)CSc2nnc(C3CCCCC3)n2N)cc1	-1	-1	-5	.	.	0	4.7	-2
COc1ccc(NC(=O)N(C)C[C@H]2Oc3ccc(NC(=O)NC(C)C)cc3C(=O)N([C@H](C)CO)C[C@@H]2C)cc1	-4&-4	-17&-2	5	1&2	3&0	9&0	-0.1&0.0	1[16.7 µM]
Cc1ccc(N2CC(C(=O)Nc3nnc(SCCN4CCOCC4)s3)CC2=O)cc1 (configuration not stated)	1	5	-3	-2	-18	1	0.2	-4
Cc1c(-c2ccccc2)nnn1-c1ccc(F)cc1F	-1	-9	5	1	-20	-4	0.4	-2
C[C@H]1CN([C@@H](C)CO)C(=O)c2c(c3ccccc3n2C)-c2ccccc2CO[C@H]1CN(C)S(=O)(=O)c1cccs1	2	-8	-36	-5	-12	1	-4.0	.
CCCNC(=O)C[C@@H]1CC[C@@H]2[C@H](COC[C@@H](O)CN2Cc2ccc(Cl)c(Cl)c2)O1	1	5	18	1	22	12	-0.1	-7[16.7 µM]
CCNC(=O)C[C@H]1CC[C@H]2[C@@H](COc3ccc(NC(C)=O)cc3C(=O)N2C)O1	1	-4	6	0	13	6	0.3	17[16.7 µM]
C[C@@H]1CN([C@H](C)CO)C(=O)c2cc(-c3cccc(C(=O)N(C)C)c3)cnc2O[C@@H]1CN(C)S(=O)(=O)c1ccc(F)cc1	-2	-11	50	0	-9	-4	0.2	14[16.7 µM]
CCOC(=O)CSc1nc2ccccc2n1CC(=O)NC(C)(C)C	-2	1	-4	-1	-3	1	.	0
CNc1cncc(-c2c(OC)cccc2OC)n1	1	-4	3	-1	-11	-5	0.1	-3
Cc1cccn2c(=O)nc(SCC(=O)Nc3ccc4c(c3)OCO4)nc12	1	4	.	4	-11	-6	0.2	0
O=C(NCCCN=C1NS(=O)(=O)c2ccccc21)c1ccc(S(=O)(=O)N2CCCCC2)cc1	-1	-5	4	.	.	0	.	88
COc1ccc(-c2nc3oc4cc(OC)ccc4c(=O)c3c(=O)n2Cc2ccco2)cc1	3	4	-10	.	.	0	.	3
O=C(Nc1nc2ccccc2s1)C1CC(=O)N(c2ccc(Cl)cc2)C1 (configuration not stated)	0	4	-14	.	.	-3	.	-1
COc1ccc(CNC(=O)CN(C(=O)c2csnn2)c2cccc3ccccc23)cc1	-2	4	.	-1	-14	-5	.	.
CCCc1nnc(NC(=O)c2cccc(OC)c2)s1	2	10	.	2	1	-2	.	30
Cc1csc(NC(=O)c2sccc2C)n1	-3	-3	7	1	-7	-9	0.0	-4
C[C@@H]1CN([C@@H](C)CO)C(=O)c2cc(-c3ccncc3)cnc2O[C@H]1CN(C)C(=O)c1cccc(F)c1	2&-4&0	-17&19&5	-3&-3&-1	12&-1&-1	-16&10&-5	4&2&2	0.0&0.6	-3
c1ccc2c(c1)CCc1c-2nc2ccccc2c1N1CCOCC1	.	.	-1	2	3	.	-3.6	.
C[C@@H]1CN([C@H](C)CO)C(=O)c2cccc(NC(=O)c3ccc(-c4nccs4)cc3)c2O[C@H]1CN(C)Cc1ccc(C(=O)Nc2ccccc2N)cc1	1	3	-14	-1	-3	2	-9.5	13[16.7 µM]
C[C@@H]1CN([C@@H](C)CO)C(=O)c2cc(NC(=O)C3CCCCC3)ccc2O[C@H]1CN(C)Cc1ccc(C(F)(F)F)cc1	4	1	-12	-1	-14	-2	13	0[16.7 µM]
COc1ccc(-c2ccc(-c3cc(=O)oc4c(C(C)C)ccc(C)c34)cc2)cc1	1	6	4	.	-19	-5	.	-4
CC(=O)c1ccc(S(=O)(=O)Nc2ccc(C(=O)N(C)CC(=O)Nc3cccc(C)c3C)cc2)cc1	0	-7	2	3	-27	-5	-0.3	-4
CCc1nc2ccc(C(=O)NCCc3ccccn3)cn2c1N(CC)Cc1cccc(Br)c1	1	13	.	1	-17	1	0.1	-2
C=CCN1C(=O)c2ccc(C(=O)Nc3ccccn3)cc2C1=O	0	-1	-12	2	-11	-4	.	-2
COc1ccccc1C1CCN(C(=O)c2ccccc2)CC1	-1	-7	6	0	-6	1	-0.2	-4
COc1ccc(S(=O)(=O)NC(C)C(=O)O)cc1 (configuration not stated)	1	4	9	-1	-16	-1	.	-2
CCOCCCNC(=O)C1CCN(S(=O)(=O)c2cc(Br)cc3c2N(C(=O)CC)CC3)CC1	0	2	-13	-1	-8	-2	.	-1
CC/C(C)=N/NC(=O)c1[nH]c2ccc(C)cc2c1-c1ccccc1	-1	-5	.	1	-1	4	2.4	-2
CCCN(C)C[C@H]1OCCCC[C@H](C)Oc2ccc(NS(=O)(=O)c3ccc(OC)cc3)cc2C(=O)N([C@@H](C)CO)C[C@H]1C	51	6	1	3	26	0	0.0	6[16.7 µM]
COc1cc(C(=O)NCc2nnc(SCC(=O)N3CCc4ccccc43)o2)cc(OC)c1OC	1	-13	-5	.	.	0	.	-6
C[C@@H]1CN([C@H](C)CO)C(=O)c2cccc(NC(=O)c3cnccn3)c2O[C@@H]1CN(C)Cc1ccncc1	-2	1	0	1	-4	1	-12	-3[16.7 µM]
COCCNC(=O)C[C@H]1CC[C@H]2[C@H](COc3ccc(NC(=O)Nc4cccc(F)c4)cc3C(=O)N2C)O1	-3	0	-6	-1	-6	1	0.0	-4[16.7 µM]
COc1ccccc1CNC(=O)CN(C)CC(=O)Nc1ccc(F)c(F)c1F	-1	-3	.	-4	2	-3	.	.
(cont.)
SMILES	Cneo AK release	RAD54 inh	PGC1a acetyl inh	ERAP1 HTS inh	RAD52 inh	PglD DTNB	E-selectin induc	miR-122 sensor
Cc1ccc(-c2nn(-c3ccccc3)cc2C=C2SC(=S)N(CCS(=O)(=O)O)C2=O)cc1	-4	-3	.	7	-17	3	0.0	-1
O=C(CSc1ccc2nnc(CCNC(=O)c3ccccc3)n2n1)NCc1ccccc1	0	0	.	-9	-7	2	-0.1	.
CN1C(=O)c2cc(NC(=O)c3cnccn3)ccc2OC[C@H]2O[C@H](CC(=O)O)CC[C@H]21	-5	-10	-7	0	-7	0	0.0	-4[16.7 µM]
CC1=C(C(=O)OCc2ccccc2)C(c2ccc3ccccc3c2)NC(=O)N1CCCC(=O)O (configuration not stated)	-5	-10	-2	-5	-26	6	0.1	1
C[C@H]1CN([C@@H](C)CO)C(=O)Cc2cc(NC(=O)CCN3CCOCC3)ccc2O[C@H]1CN(C)S(=O)(=O)c1ccc(F)cc1	-1	-9	4	0	8	-1	-0.1	-4[16.7 µM]
COC(=O)C1CCN(C(=O)C2CCC(=O)N(CCc3cccc(F)c3)C2)CC1 (configuration not stated)	-2	2	1	-1	-1	0	.	-1
C=CCNC(=O)C1CC(=O)N(c2ccc(OCc3ccccc3Cl)cc2)C1 (configuration not stated)	-7	-8	-23	1	-12	7	.	-6
CCOC(=O)C1(CCOc2ccccc2)CCN(Cc2cccc(OC)c2OC)CC1	3	0	-7	-5	-8	1	0.7	-3
Brc1ccc(-c2csc(NNC3=NCCCCC3)n2)cc1	-1	2	-2	.	.	12	.	-1
O=C(CCC1CCCN(C(=O)c2ccccc2Cl)C1)N1CCN(c2ccccn2)CC1 (configuration not stated)	1	-4	8	0	-10	2	.	5

Compound profiles, from the list above:
Cc1ccc(-c2nn(-c3ccccc3)cc2C=C2SC(=S)N(CCS(=O)(=O)O)C2=O)cc1 is listed as Cneo AK release: -4; RAD54 inh: -3; PGC1a acetyl inh: .; ERAP1 HTS inh: 7; RAD52 inh: -17; PglD DTNB: 3; E-selectin induc: 0.0; miR-122 sensor: -1
O=C(CSc1ccc2nnc(CCNC(=O)c3ccccc3)n2n1)NCc1ccccc1 is listed as Cneo AK release: 0; RAD54 inh: 0; PGC1a acetyl inh: .; ERAP1 HTS inh: -9; RAD52 inh: -7; PglD DTNB: 2; E-selectin induc: -0.1; miR-122 sensor: .

Gathered by group, the compounds so far with a tert-butyl group (2)
SMILES	Cneo AK release	RAD54 inh	PGC1a acetyl inh	ERAP1 HTS inh	RAD52 inh	PglD DTNB	E-selectin induc	miR-122 sensor
CC(C)(C)c1ccc(C(=O)N2CCC2(C)C(=O)Nc2ccc3[nH]ncc3c2)cc1 (configuration not stated)	-1	-4	-25	0	-15	-1	-1.7	5
CCOC(=O)CSc1nc2ccccc2n1CC(=O)NC(C)(C)C	-2	1	-4	-1	-3	1	.	0

More entries.
SMILES	Cneo AK release	RAD54 inh	PGC1a acetyl inh	ERAP1 HTS inh	RAD52 inh	PglD DTNB	E-selectin induc	miR-122 sensor
O=C(Nc1ccc(F)cc1)N1CC(=O)N2[C@H](CO)[C@H](c3ccc(C#Cc4cccnc4)cc3)[C@@H]2C1	.	.	25	-1	5	.	0.1	.
COc1cc(OC)nc(Nc2nc(C(N)CCc3ccccc3)cs2)n1 (configuration not stated)	0	13	-4	10	62*	4	0.2	0
CCC(=O)Nc1ccc2c(c1)C(=O)N(C)[C@H]1CC[C@H](CC(=O)N3CCc4ccccc4C3)O[C@H]1CO2	-2	-12	-3	0	1	2	0.0	24[16.7 µM]
CCOc1ccc(C2c3c(oc4ccccc4c3=O)C(=O)N2CCCN2CCOCC2)cc1OCC (configuration not stated)	0	-1	4	.	-25	0	-0.1	-9
CC(=O)Nc1ccc(NC(=O)CCCc2c[nH]c3ccccc23)cc1	-2	-3	17	-2	7	-1	-0.1	2
COc1cc2oc(=O)ccc2cc1[C@@H](O)[C@@H]1OC(C)(C)OC1(C)C	22	1	14	1	-4	0	0.1	2
CN(C)c1ncnc2c1ncn2[C@H]1CN(Cc2ccc(Cl)cc2)C[C@@H](CO)O1	0	3	.	-11	7	1	-0.3	-6
